Compound activity deposited in PubChem by several laboratories.
cardiac RTF act: increases calcium sensitivity of human cardiac regulated thin filaments. P19429+P45379. IANBD-labeled TnC RTF fluorescence at EC20 calcium; 0% EC20 calcium, 100% full calcium. activation, % at 7.2 µM. actives 0.24% (n = 340,000). AID 493008;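 active = activation above the mean over all tested compounds plus 3 SD, cut at about 30% in these data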;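 note: rise in fluorescence read as greater calcium sensitivity of cardiac thin filaments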
Tat export inh: E. coli Tat transport inhibition; inhibition, % at 10 µM; E. coli MC4100 TorA-mCherry Tat export, fluorescence; actives 0.036% (n = 340,000);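 active = mean replicate inhibition at least 50% and at least half of replicates individually reaching 50%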;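 note: exported cargo escapes ClpAP degradation while cytoplasmic cargo is degraded and loses fluorescence; 0% = median of neutral control wells and 100% = median of NaSCN control wells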
dFosB activator: activators of mouse delta FosB homodimer; purified delta FosB, TAMRA-CDK5 oligo fluorescence polarization; percent of positive-control signal above neutral wells; activation, % at 25 µM; actives 0.99% (n = 340,000);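 active = mean activation above about 17%, with every replicate also reaching it, limit read from the data, passing the limit was not always enough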;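 note: fluorescence polarization rise as delta FosB binds a TAMRA Cdk5 AP-1 oligo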
Wnt bcat act: activators of Wnt/beta-catenin signaling. AID 743398. Wnt/beta-catenin reporter cell assay, activator, plate reader. activation, % at 9.35 µM. actives 1.2% (n = 300,000); in the data active = activation above about 30%, passing the limit was not always enough;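 note: 0% = neutral control wells and 100% = positive control wells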
CAL PDZ FP-1: blocks peptide binding to human CAL PDZ domain; AID 504414; purified CAL PDZ, TMR-peptide fluorescence polarization, 1 h; actives 0.02% (n = 330,000); Q9HD26; inhibition, % at 20 µM;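 active = highest replicate inhibition of at least 40%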;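 note: plate controls were DMSO neutral control wells for no effect and unlabeled competitor peptide control wells for full effect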
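Test system: purified CerCALP PDZ construct; Compound dosing: one concentration, 20 µM compound; Also added: TMR-labelled reporter peptide T*-PRC34 bound in PDZ groove; Read-out: inhibition from polarization loss; Controls: unlabelled peptide and DMSO controls; Signal: FP readout, S and P plane fluorescence; Incubation: 1 h at RT.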
V-ATPase pH: alters yeast V-ATPase proton transport; S. cerevisiae, pHLuorin cytosolic pH fluorescence; response, % at 10 µM; actives 0.37% (n = 350,000); AID 504577; in the data active = response mostly above about 7.3%, no sharp cut-off; inactive = mostly below about 5.4%; note: actives read high; inactives centre near 0; some compounds called inactive have numbers as strong as hits
Rtt109 HAT inh: blocks Candida albicans Rtt109/Vps75 acetyltransferase activity. Q5AAJ8. purified Rtt109/Vps75, ThioGlo CoA-SH fluorescence, 4 h. inhibition, % at 34.9 µM. actives 0.16% (n = 330,000). AID 540336;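 active = inhibition of at least 50% in every replicate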
Target sequence (Q5AAJ8 whole entry, looked up): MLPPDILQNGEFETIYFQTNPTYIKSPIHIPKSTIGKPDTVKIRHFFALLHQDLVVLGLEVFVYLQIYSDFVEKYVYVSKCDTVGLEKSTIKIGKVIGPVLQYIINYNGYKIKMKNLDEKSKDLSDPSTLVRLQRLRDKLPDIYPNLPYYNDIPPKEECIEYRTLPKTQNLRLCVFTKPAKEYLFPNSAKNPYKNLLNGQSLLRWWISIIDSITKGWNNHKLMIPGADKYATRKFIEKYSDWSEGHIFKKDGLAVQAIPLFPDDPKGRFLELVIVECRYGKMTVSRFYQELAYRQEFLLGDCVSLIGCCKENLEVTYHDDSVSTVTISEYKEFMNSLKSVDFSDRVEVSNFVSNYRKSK
CAL PDZ FP-2: CAL PDZ (human) peptide binding inhibition. Q9HD26. purified CAL PDZ, TMR-peptide fluorescence polarization, 1 h. inhibition, % at 24.9 µM. actives 0.92% (n = 300,000). AID 602252;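 active = mean inhibition of at least 30% with at least half of replicates also reaching 30%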;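 note: 0% = DMSO neutral control and 100% = excess unlabeled competitor peptide PRC23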
CDK5 inh: blocks human CDK5/p35 kinase activity; inhibition, % at 10 µM; Recombinant CDK5/p35, ADP-Glo luminescence, 60 min; Q00535+Q15078; actives 0.01% (n = 330,000);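 active = highest replicate inhibition of at least 50% and at least 75% of replicates reaching 50%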;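 note: plate controls were DMSO neutral control for no effect and GW8510 at 10 µM for full effect; many of its hits are not listed in these tables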
Target sequence (Q00535 whole entry, looked up): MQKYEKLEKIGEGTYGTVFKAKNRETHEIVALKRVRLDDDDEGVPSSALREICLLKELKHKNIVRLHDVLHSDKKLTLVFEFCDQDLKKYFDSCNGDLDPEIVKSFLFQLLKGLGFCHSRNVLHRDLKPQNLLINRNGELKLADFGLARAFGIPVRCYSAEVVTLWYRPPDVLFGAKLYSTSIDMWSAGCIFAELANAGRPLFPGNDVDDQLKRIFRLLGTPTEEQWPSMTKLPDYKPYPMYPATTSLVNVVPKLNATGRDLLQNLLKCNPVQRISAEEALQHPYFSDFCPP
Target sequence (Q15078 whole entry, looked up): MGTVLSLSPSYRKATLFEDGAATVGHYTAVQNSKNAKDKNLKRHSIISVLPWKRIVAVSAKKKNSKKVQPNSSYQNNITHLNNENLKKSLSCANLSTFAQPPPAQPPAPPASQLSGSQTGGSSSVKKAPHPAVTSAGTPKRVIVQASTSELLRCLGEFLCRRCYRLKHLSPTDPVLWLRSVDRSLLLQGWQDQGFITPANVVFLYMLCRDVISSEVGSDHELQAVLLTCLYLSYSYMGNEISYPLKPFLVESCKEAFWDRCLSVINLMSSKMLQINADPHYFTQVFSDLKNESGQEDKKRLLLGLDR
MITF TRPM1 HTS: MITF TRPM1 promoter activation in melanoma cells; activation, % at 12.5 µM; AID 588334; SK-MEL-5 TRPM1-promoter luciferase, 24 h; % of positive control, neutral wells = 0; actives 0.75% (n = 300,000);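 active = mean activation of at least 80% with every replicate also reaching 80%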;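 note: 0% = neutral control wells and 100% = parthenolide positive control wells; values of inactives mirror those of a sister screen read the other way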
Numbers without * were called inactive; x = no result given; + = active, no number. Compounds as they come. Share with any hit: about 4.1%.

SMILES	cardiac RTF act	Tat export inh	dFosB activator	Wnt bcat act	CAL PDZ FP-1	V-ATPase pH	Rtt109 HAT inh	CAL PDZ FP-2	CDK5 inh	MITF TRPM1 HTS
CCCCCCCCCCOC(=O)C[N+](C)(C)CC1CCCCC1O (stereo unspecified)	8	0	6	0	-1.8	-1	14	0	2.0	8
CCOCCCn1c(=S)[nH]c2cc(C(=O)NCCc3ccc(OC)c(OC)c3)ccc2c1=O	-4	-8	6	1	-1.2	0	0	x	1.2	-3
COc1ccc(N(Cc2ccccc2)C(=O)OC(C)(C)C)c(C(=O)N(C)OC)c1	-5	-7	-6	-3	-0.1	0	-2	0	1.1	-1
Cc1ccc(OCCSCc2nc3ccccc3[nH]2)cc1	1	-26	-5	x	-0.3	-2	-12	0	-1.9	16
Cc1cc(NC(=O)c2ccc(COc3ccc(Cl)c(C)c3)o2)no1	1	-4	3	x	-1.1	13	8	x	1.0	-6
CCN(CC)C1CCN(C(=O)c2ccc(OC3CCN(CCc4ccccc4)CC3)cc2)C1 (stereo unspecified)	1	-2	-9	2	-2.2	1	-2	-1	2.1	28
COc1ccc(CCCNC(=O)C2CCC(=O)N(CCCN3CCCC3=O)C2)cc1 (stereo unspecified)	1	-6	-1	-1	0.6	0	0	2	0.9	0
O=Cc1c(-[n+]2ccccc2)nc([O-])n1-c1ccccc1	-1	-12	-4	x	-2.5	0	x	0	1.9	-8
Cc1ccccc1C(=O)c1c[nH]c(C(=O)N=CN(C)C)c1	3	-3	4	-1	-5.4	-2	7	2	0.3	-4
Nc1ccc(-c2c3ccc(=O)cc-3oc3cc(O)ccc23)c(C(=O)O)c1	+	-6	-4	x	0.1	-1	-56	x	1.1	6
COc1ccccc1-c1cc(C(=O)N2CCN(c3ccc(F)cc3)CC2)no1	0	8	8	3	0.9	2	7	x	-0.2	4
CCCc1cc(=O)[nH]c(SCC(=O)NN(c2ccccc2)c2ccccc2)n1	10	12	-8	-8	-0.7	-3	-3	x	-2.4	-6
Cc1ccc(-n2cc(C(=O)O)c(=O)cc2C)c(C)c1	6	-2	2	-3	-3.0	-2	x	0	0.0	1
CC1CC(C)CN(S(=O)(=O)c2cccc(C(=O)N3C(=O)c4cccc(N)c4C3=O)c2)C1 (stereo unspecified)	1	-5	2	-3	-1.0	8	-93	-3	-2.6	0
Cc1c(Cl)cnc(NC(=O)COC(=O)CCC(=O)c2cccs2)c1Cl	-1	2	-3	-11	-3.3	x	x	-4	2.5	-2
O=C(Nc1cn(-c2ccccc2)nc1-c1ccccc1)c1ccccc1	-2	-1	6	-1	-0.1	1	-1	1	0.5	3
CCC(Oc1ccccc1)C(=O)N1CCC(C(N)=O)CC1 (stereo unspecified)	1	-4	5	x	0.9	2	9	2	3.2	24
CCOC(=O)C1CC=C(Cl)CC1C(=O)Nc1nccs1 (stereo unspecified)	0	0	4	x	0.2	4	0	x	-0.8	-5
Cc1ccc(S(=O)(=O)N2CCCC(C(=O)NC3CCCC3)C2)cc1Cl (stereo unspecified)	-4	2	-7	-3	-2.9	9	6	-6	0.7	-9
COc1ccc(CNC(=O)c2ccc(-c3ccccc3)cc2)cc1OC	-8	6	-4	-4	-3.9	-2	x	-4	0.7	-5
O=C(CCCN1C(=O)/C(=C/c2ccccc2Cl)SC1=S)NNC(=O)c1cccnc1	-2	-13	0	-7	-0.9	-4	1	x	0.2	-8
Cn1c(Cn2c(=O)sc3ccccc32)nnc1SCc1ccccc1	0	5	-4	-1	-0.5	-2	2	4	1.5	-3
Cc1cc(C)c2nc(SCCC#N)nc(C)c2c1	2	-2	-21	x	-4.1	-1	0	7	-1.3	8
Cc1cc(C)cc(OCC(=O)Nc2cc(C)on2)c1	1	6	-2	-3	-0.8	0	-10	4	1.5	-7
CCOc1ccccc1N(C(=O)c1snc(C(N)=O)c1N)C(C(=O)NC1CCCC1)c1ccco1 (stereo unspecified)	7	5	0	x	-0.8	-7	-3	x	1.1	0
O=C1OC(c2ccc(Br)cc2)=N/C1=C\N1CCCCC1	-4	0	4	9	-2.0	1	5	-2	1.1	124*
O=C(CC1Nc2ccccc2NC1=O)NCC1COc2ccccc2O1 (stereo unspecified)	-3	0	-7	x	-0.3	1	21	-3	-1.9	-1
Cc1ccc(-c2cc(C(F)F)n3ncc(C(=O)N4CCCCC4c4cccnc4)c3n2)cc1 (stereo unspecified)	1	2	-14	-5	0.1	14	-11	-2	1.2	-30
COc1ccccc1NC(=O)N1CCN(c2cc(-c3ccccc3)nc3ncnn23)CC1	-3	-1	-21	-4	-2.5	-2	14	x	2.2	-15
O=C(C(=O)c1cc(Br)ccc1O)c1cc(Br)ccc1O	-7	-9	2	13	-0.7	-4	9	-2	0.6	-8

Continued (four carried over from the part before).
SMILES	cardiac RTF act	Tat export inh	dFosB activator	Wnt bcat act	CAL PDZ FP-1	V-ATPase pH	Rtt109 HAT inh	CAL PDZ FP-2	CDK5 inh	MITF TRPM1 HTS
O=C(CC1Nc2ccccc2NC1=O)NCC1COc2ccccc2O1 (stereo unspecified)	-3	0	-7	x	-0.3	1	21	-3	-1.9	-1
Cc1ccc(-c2cc(C(F)F)n3ncc(C(=O)N4CCCCC4c4cccnc4)c3n2)cc1 (stereo unspecified)	1	2	-14	-5	0.1	14	-11	-2	1.2	-30
COc1ccccc1NC(=O)N1CCN(c2cc(-c3ccccc3)nc3ncnn23)CC1	-3	-1	-21	-4	-2.5	-2	14	x	2.2	-15
O=C(C(=O)c1cc(Br)ccc1O)c1cc(Br)ccc1O	-7	-9	2	13	-0.7	-4	9	-2	0.6	-8
O=C(CCn1c(=O)sc2ccccc21)NCc1ccc2c(c1)OCO2	-2	-4	-5	x	-1.5	2	4	-2	0.5	-4
CC(=O)N1c2ccc(S(=O)(=O)N3CCC(C(=O)Nc4ncccc4C)CC3)cc2CC1C (stereo unspecified)	3	1	-5	0	-0.8	1	0	25	0.5	2
CCNC(=S)NNC(=O)c1csc(C(C)C)c1	2	-6	-2	20	-0.1	1	-1	-2	-0.4	24
CCOCCCNC(=O)C(NC(=O)c1ccc(NC(C)=O)cc1)c1ccccc1 (stereo unspecified)	-4	0	6	0	-0.6	0	0	-2	-3.9	17
Cc1ccc(-n2c(SCC(=O)NCCN3C(=O)CSC3=O)nnc2-c2ccccc2F)cc1	-3	-9	-2	-8	-0.3	-2	1	-2	-1.0	4
O=C(Nc1cnc2ccccc2c1)C1COc2ccccc2O1 (stereo unspecified)	8	1	-16	x	-1.3	x	-1	-5	-0.2	75
COCCN1C(=O)c2ccc(C(=O)Nc3nccs3)cc2C1=O	-2	5	-6	1	-2.6	1	5	-3	0.0	-4
O=C(NC(=S)Nc1ccc(CN2CCOCC2)cc1)c1cc2ccccc2o1	8	-6	3	13	-1.8	-3	-2	-3	0.0	30
COC(=O)c1c(NC(=O)CN2C(=O)C(=O)N(CC(C)C)C2=O)sc(C)c1C	-2	-6	-12	-3	-1.3	0	5	-1	0.2	-2
COc1ccc([C@H]2[C@@H]3C=CCC[C@@]3(C)C(=O)N2Cc2ccccc2)cc1Cl	8	15	1	-2	-1.4	1	-11	-1	-5.1	3
CC(NC(=O)COC(=O)COc1ccc(Cl)cc1)c1ccccc1 (stereo unspecified)	5	-1	6	-2	0.7	6	-7	-9	0.3	0
CCOC(=O)CSc1nc2ccc(Nc3nc(N4CCOCC4)nc(N4CCOCC4)n3)cc2s1	-3	-9	0	3	-0.5	-1	-5	-1	0.7	5
COc1cc(Cl)c(NS(=O)(=O)c2c(C(=O)N3CCCC3)c(C)n(C)c2C)c(OC)c1	3	-5	2	-1	-3.0	2	24	3	-4.7	-8
CC(C)N1CCN(Cc2cc(F)ccc2-n2cccn2)CC1CCO (stereo unspecified)	-6	-9	3	7	0.7	0	-4	0	-0.7	0
CC(C)C(OC(=O)c1cccs1)C(=O)NC1CCCCC1 (stereo unspecified)	-4	7	1	-5	-0.6	0	-31	-2	-2.3	x
O=C(O)C1CC2C3CC(C(=O)O)C(C3)C2C1 (stereo unspecified)	3	2	6	-2	0.2	1	2	x	-0.6	0
CC(C)c1ccc2[nH]c(O)c(N=NC(=O)c3ccc(CSc4nncn4C)cc3)c2c1	-9	-4	-11	x	-0.5	-7	10	-2	1.6	0
O=C(c1cc(-c2ccccc2)on1)N1CCCc2ccccc21	2	-2	-5	2	-2.1	2	4	0	0.3	3
COc1ccc2nc(N/C(N)=N/S(C)(=O)=O)nc(C)c2c1	-5	0	-7	15	-2.1	1	1	-3	1.0	-3
O=C(N/N=C/c1ccncc1)c1nc2ccccc2c(=O)[nH]1	0	5	-13	21	-2.2	-4	-4	-2	-1.9	32
COc1ccc(C(=O)CSc2nnc(CNc3nc(-c4ccccc4)cs3)n2C)cc1	-3	8	4	0	-0.8	-1	9	-1	-0.2	-8
COc1ccc(-n2nc(C(=O)NCC(=O)NCCN(C)C)c3ccccc3c2=O)cc1	-5	5	-5	-1	-0.3	-4	-3	-2	0.2	6
CCOC(=O)N1CCN(CC(O)COc2ccc(CC)cc2)CC1 (stereo unspecified)	-7	11	6	-1	-0.2	6	1	-2	-0.4	7
COc1ccc(NC(=O)CC#N)cc1OC	2	0	1	3	x	-1	-2	30*	-0.3	-3
CC(C)(NO)/C(=N/O)c1cccs1	0	-5	9	x	0.1	-4	-16	0	-0.9	-7
OCC[C@H]1C[C@H](O)[C@@H](O)[C@]2(CCCCO2)O1	-14	12	-5	-1	0.3	-1	-4	-2	2.9	2
CC(=O)c1cccc(N(C(=O)CNC(=O)c2ccco2)C(C(=O)NCC2CCCO2)c2ccccc2)c1 (stereo unspecified)	-2	0	-6	15	-1.9	-3	-7	8	1.4	4
OCCN1CCN(c2ncnc3c2c(-c2ccccc2)cn3-c2ccc(Br)cc2)CC1	2	4	16	0	-1.8	-1	-2	-3	-0.3	26
COc1cccc(C(=O)N/N=C(\C)c2ccc(NC(=O)Cc3ccccc3)cc2)c1OC	0	3	1	13	-0.4	1	-10	-6	0.3	5
COc1ccccc1CNC(=O)CNC(=O)c1sc2ccccc2c1Cl	-1	-4	-5	-2	-2.8	3	-7	-3	0.2	5
CCC1C(=O)N=C(SCC(=O)NC2CCCCC2)NC1=O (stereo unspecified)	-2	2	4	-1	-2.1	2	-15	2	0.1	5
COc1ccc(NC(=O)C(=O)NNC(=O)c2ccc(Cl)cc2Cl)cc1	0	3	8	-1	-3.2	-1	-1	-6	-1.4	-9
N#CCC(=O)Nc1ccc(C(=O)NCCC(c2ccccc2)c2ccccc2)cc1	0	2	-15	0	-2.8	3	-1	-6	1.0	x
O=S(=O)(Nc1cccc(C(F)(F)F)c1)c1cccnc1	-2	-13	-1	x	-0.8	-1	-4	x	-0.4	6
CC(=O)c1cccc(NC(=S)NC2CC2)c1	4	-8	3	x	0.0	0	1	3	-3.1	-10
O=C(O)C1CC=CCC1C(=O)NNS(=O)(=O)c1ccccc1 (stereo unspecified)	0	-2	-3	9	1.4	5	3	3	-1.0	11
CCCCCCNc1nc(Cl)nc(NC(C)(C)CO)n1	7	-4	3	2	-0.1	-3	-4	x	3.8	1
